Screens from PubChem BioAssay.
SRC3 inh: inhibitors of human steroid receptor coactivator 3 (SRC3). Q9Y6Q9. HEK293 GAL4-SRC3 luciferase reporter, luminescence. inhibition, % at 3.6 µM. 360,000 tested, 0.17% active. AID 588352;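 active means inhibition above a per-campaign cutoff, the mean of all compounds plus 3 SD, cut at about 60% in these data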;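 further: 0% = DMSO-treated cells and 100% = gossypol-treated cells at 36 µM; higher means less SRC3-driven luciferase light from the GAL4 reporter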
LRH-1 inv ag: NR5A2 inverse agonism in reporter assay | AID 602396 | HEK293T StAR-luciferase reporter, LRH-1 transfected, 24 h | 360,000 tested, 0.13% active | O00482 | inhibition, % at 3.6 µM;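 active means inhibition above the mean inhibition of all tested compounds plus 3 SD, cut at about 73% in these data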;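 further: 0% = DMSO wells and 100% = reporter-only cells lacking LRH-1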
Target sequence (O00482 whole entry, looked up): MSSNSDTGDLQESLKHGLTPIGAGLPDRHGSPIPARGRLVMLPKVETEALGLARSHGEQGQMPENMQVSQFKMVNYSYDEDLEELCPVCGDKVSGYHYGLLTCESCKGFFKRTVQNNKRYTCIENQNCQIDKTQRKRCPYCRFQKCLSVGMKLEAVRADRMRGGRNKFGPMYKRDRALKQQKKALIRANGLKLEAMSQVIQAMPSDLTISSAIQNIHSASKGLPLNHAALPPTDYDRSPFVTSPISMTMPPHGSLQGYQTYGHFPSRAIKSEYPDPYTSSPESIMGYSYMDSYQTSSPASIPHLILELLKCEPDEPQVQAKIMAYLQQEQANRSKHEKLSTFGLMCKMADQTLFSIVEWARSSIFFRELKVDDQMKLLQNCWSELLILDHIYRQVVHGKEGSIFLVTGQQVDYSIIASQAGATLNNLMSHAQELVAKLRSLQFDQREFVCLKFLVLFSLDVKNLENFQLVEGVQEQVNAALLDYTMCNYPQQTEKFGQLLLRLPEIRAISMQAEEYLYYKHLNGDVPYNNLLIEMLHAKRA
Shn3 inh set2: inhibitors of Schnurri-3 3'UTR reporter in osteoblasts; Clone20 osteoblast Shn3 3'UTR firefly luciferase, 24 h; inhibition, % at 12.5 µM; 360,000 tested, 0.52% active; AID 588674;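 active means mean inhibition of at least 75% with every replicate also reaching 75%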;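 further: 0% = median of neutral control wells and 100% = pilot-screen positive control compound; some compounds past the cut are filed as inactive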
TWEAK-Fn14 inh: TWEAK-Fn14 signaling inhibition; AID 1159606; TWEAK-stimulated Fn14 reporter cells, luciferase luminescence, 8 h; inhibition, % at 10 µM; 360,000 tested, 2% active; in the data active means inhibition above about 50%
TROY signal inh: inhibitors of TROY-dependent NF-kB signaling. Q293 LMP1-TROYcd NF-kB luciferase reporter, 4 h. inhibition, % at 10 µM. 360,000 tested, 0.98% active;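 active means compounds whose plate-normalised and pattern-corrected inhibition of the luciferase reporter signal at the single screening dose is 50% or more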
KKLEB tox: counter-screen for CF NF-kB inhibitors: cytotoxicity; activity change (cytotoxicity), % at 5 µM; AID 602141; 360,000 tested, 0.36% active; KKLEB CF airway cells viability, ATPlite luminescence, overnight; active compounds read low; cells stimulated with P. aeruginosa culture filtrate;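 active means corrected activity change at or below -50% at 5 µM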
TRAIL sens C8: sensitizes caspase-8 expressing cells to TRAIL; 360,000 tested, 1% active; AID 624354; NB7+C8 cells + TRAIL, ATPlite viability luminescence; inhibition (viability loss, TRAIL sensitization), % at 10 µM;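 active means compounds causing at least 50% loss of cell viability in the single-dose screen, relative to plate controls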
COUP-TFII inh: NR2F2 (human) inhibition, primary screen. P24468. HEK293T NGFI-A luciferase reporter, luminescence. inhibition, % at 8.6 µM. 370,000 tested, 0.7% active. AID 686940;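 active means inhibition above a per-plate cutoff, mean inhibition of test wells between control levels plus 3 SD, cut at about 38% in these data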;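 further: cells cotransfected with COUP-TFII expression vector driving the NGFI-A reporter; 0% = median of COUP-TF2 test wells and 100% = reporter-only cells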
Target sequence (P24468 whole entry, looked up): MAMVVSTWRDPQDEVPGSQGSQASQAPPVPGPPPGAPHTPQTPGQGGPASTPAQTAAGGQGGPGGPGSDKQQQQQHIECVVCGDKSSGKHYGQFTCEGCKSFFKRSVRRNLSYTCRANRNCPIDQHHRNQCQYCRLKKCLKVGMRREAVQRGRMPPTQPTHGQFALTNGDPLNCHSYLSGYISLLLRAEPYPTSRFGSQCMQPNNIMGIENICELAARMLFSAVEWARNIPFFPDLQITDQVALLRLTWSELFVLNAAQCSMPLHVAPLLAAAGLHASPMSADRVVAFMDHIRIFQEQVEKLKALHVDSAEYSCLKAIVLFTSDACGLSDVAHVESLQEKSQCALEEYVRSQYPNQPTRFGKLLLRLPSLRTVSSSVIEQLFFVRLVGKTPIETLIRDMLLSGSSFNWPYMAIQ
LMP1 NFkB inh: inhibitors of Epstein-Barr LMP1-induced NF-kappaB reporter; LMP1-induced NF-kappaB luciferase reporter cells, luminescence; inhibition, % at 12.5 µM; 350,000 tested, 0.69% active; AID 504558; in the data active means inhibition above about 41%;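 further: 0% = neutral control wells and 100% = reference inhibitor control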
NCOA1 inh: inhibitors of human steroid receptor coactivator 1 (SRC1) | 360,000 tested, 0.12% active | Q15788 | HEK293 GAL4-SRC1 luciferase reporter, luminescence | inhibition, % at 3.6 µM | AID 588354;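 active means inhibition above the campaign mean plus 3 SD, with each screening campaign given its own cutoff, cut at about 60% in these data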;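 further: 0% = DMSO treated cells and 100% = gossypol at 36 µM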
CF NFkB block: cystic fibrosis NF-kB activation inhibition; KKLEB NF-kB-GFP reporter, PAF-induced, GFP fluorescence overnight; inhibition, % at 5 µM; 360,000 tested, 0.86% active; AID 588850;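 active means at least 50% inhibition at 5 µM, scaled per plate between neutral and stimulator controls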;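 further: PAF is a Pseudomonas aeruginosa culture filtrate used as stimulus; plate controls were PAF-stimulated DMSO wells for no effect and unstimulated DMSO wells for full effect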
Active calls of the source: *; . = not tested or not shown.

SMILES | SRC3 inh | LRH-1 inv ag | Shn3 inh set2 | TWEAK-Fn14 inh | TROY signal inh | KKLEB tox | TRAIL sens C8 | COUP-TFII inh | LMP1 NFkB inh | NCOA1 inh | CF NFkB block
O=c1cc(N2CCCCC2)c2ccccc2o1 | -2 | 14 | -9 | 6 | -7 | -1 | 2 | 2 | -3 | -6 | 18
CS(=O)(=O)N1CCN(C(=O)c2ccc3c(c2)OCCO3)CC1 | -4 | 10 | 15 | 4 | -1 | 7 | 11 | 16 | -2 | -9 | 0
CCC(=O)N1CCc2cc(Br)cc(S(=O)(=O)CCC(=O)NCCOC)c21 | 13 | 8 | 1 | -3 | 17 | 3 | -5 | -7 | 4 | -11 | 10
OCC1(CCc2ccccc2)CCN(Cc2cc(F)ccc2-n2cccn2)CC1 | 25 | -1 | 21 | 4 | 4 | 2 | 4 | -4 | 7 | 9 | -6
CC(OC(=O)c1ccc(CN2CCCC2=O)cc1)C(=O)Nc1ccc(Cl)cc1 (stereo not given) | -36 | 13 | 23 | -9 | 8 | -11 | 18 | 0 | 0 | 8 | 7
COCCn1c(SCC(=O)Nc2ccc3c(c2)OCCO3)nnc1C(C)C | -9 | 21 | -2 | 0 | 3 | 6 | 13 | 1 | -3 | -14 | -3
CCCC(=O)OC1CC(C)N(C(=O)c2ccccc2)c2ccc(C)cc21 (stereo not given) | 4 | -11 | 13 | 15 | . | 1 | 6 | 10 | 5 | 3 | -2
CC1(C)N=C(/C=N/O)C=[N+]1[O-] | 11 | 14 | 2 | -9 | 5 | 2 | -4 | -14 | -11 | -35 | -2
O=C(CCNS(=O)(=O)c1c(Cl)cccc1Cl)OCC(=O)c1ccccc1 | -5 | -3 | 0 | 5 | 8 | 2 | -12 | 5 | -3 | 7 | 1
Cc1ccc(C(=O)Nn2c(C)nc3ccccc3c2=O)cc1C | -9 | -3 | 9 | 11 | 17 | 1 | -17 | 2 | -6 | 0 | 10
O=C(CSc1ncccn1)Nc1ccc2[nH]c(=O)[nH]c2c1 | 10 | -8 | -11 | -18 | 5 | 12 | -5 | 8 | 2 | -14 | -1
Cn1nccc1C(=O)N1CCN(c2ccccc2Cl)CC1 | 3 | 5 | 0 | -14 | 6 | 4 | 6 | 12 | 2 | 5 | -14
CCOC(=O)c1ccc(NS(=O)(=O)N2CCCCCC2)cc1 | -8 | -45 | -6 | -5 | -31 | -8 | -2 | 4 | -18 | -41 | 0
Cc1cccc2sc(NC(=O)CSCc3ccccc3)nc12 | 6 | 12 | -13 | 2 | 4 | 1 | -1 | -4 | -10 | 3 | 0
COc1ccc([C@H]2CC(=O)C[C@@H](CCn3cccn3)O2)cc1 | . | 4 | . | 8 | -19 | . | -10 | 2 | . | . | .
Cc1nc2cc(NC(=O)NC(C)(C)C)ccc2n1C | -6 | -26 | -25 | -8 | -17 | -5 | 3 | -16 | 4 | -39 | 13
CCC(C)Nc1cc(C)nc2ncnn12 (stereo not given) | 17 | 5 | 1 | -19 | 22 | 5 | 5 | -3 | 1 | -26 | 6
Cc1ccc(C(=O)COC(=O)C(C)N2C(=O)C3C4C=CC(C4)C3C2=O)cc1C (stereo not given) | -2 | -4 | -4 | -7 | 2 | -1 | -21 | 10 | 1 | -13 | 17
O=C(CCNC(=O)C1CCN(S(=O)(=O)c2ccc(F)cc2)CC1)NCc1ccccn1 | -8 | -7 | 9 | 7 | -9 | -7 | 0 | 3 | -6 | -24 | 12
CCOC(=O)C1Nc2ccc(Br)cc2C2C=CCC12 (stereo not given) | -24 | 3 | -1 | -5 | 0 | 4 | 6 | -31 | -4 | -5 | -7
O=C(NCCCN1CCOCC1)c1sc2cc(Cl)ccc2c1Cl | 15 | -8 | 12 | -9 | -1 | 15 | 0 | 2 | 7 | 4 | 0
O=C1c2ccccc2C2(c3ccccc3)NCCCN12 (stereo not given) | 1 | -15 | -5 | 2 | 0 | 9 | 2 | -4 | -7 | 3 | -4
CC(=O)NC1(c2cccc(F)c2)CCN(CC(=O)NC(C)C)CC1 | -1 | -12 | 2 | -13 | 2 | -3 | 6 | 2 | 0 | -11 | -16
CC(C)c1nnc(NC(=O)CCC(=O)Nc2ccccc2)s1 | 3 | -4 | 6 | -6 | 1 | 5 | -2 | -8 | 4 | -14 | 2
CCOc1ccccc1NC(=O)c1ccccc1-c1ccccc1 | 0 | -14 | 45 | -6 | 12 | 5 | -12 | 13 | 2 | -5 | -6
COC(=O)C(Nc1ccccc1Cl)(c1cc(C)c(O)c(C)c1)C(F)(F)F (stereo not given) | -1 | 14 | 18 | 18 | 18 | 12 | -6 | 8 | -2 | -11 | -1
COc1ccc(C2=NOC(C3(S(=O)(=O)c4ccccc4)CC(O)C3)C2)cc1 (stereo not given) | -31 | -10 | -25 | -8 | -40 | -11 | 8 | -18 | -1 | -7 | 5
C/C(=N\NC(=O)c1ccncc1)c1ccc(N(C)C)cc1 | -18 | -19 | -4 | -31 | 6 | 12 | 0 | -23 | 2 | -25 | -15
O=C1OCC2=C1C(c1ccc(F)cc1)c1cc3c(cc1N2)OCCO3 (stereo not given) | 23 | 22 | 26 | 49 | 14 | -28 | 4 | -83 | -6 | 3 | 63*
CCOC(=O)c1ccc(NC(=O)CCS(=O)(=O)c2ccc(Br)s2)cc1 | -11 | -4 | -18 | 16 | 5 | 4 | 10 | -2 | 18 | 2 | 5
Cc1cc(C(=O)NCCc2ccccc2)ccc1[N+](=O)[O-] | -79 | -107 | -59 | -6 | -35 | 3 | 1 | -53 | -20 | -91 | -3
C=CCNC(=O)COC(=O)c1cc(S(=O)(=O)N2CCCCC2)ccc1Cl | 2 | -7 | 66 | 0 | -13 | 8 | 0 | 12 | 0 | 5 | -27
CNC(=O)COC(=O)CCC(=O)c1cccs1 | 9 | 10 | 8 | 9 | -19 | -10 | 2 | -14 | -2 | 12 | 1
CSCCc1nc(SCC(=O)Nc2nnc(C)s2)[nH]c1C | 2 | 17 | -8 | 0 | 4 | -8 | 0 | 3 | -7 | -9 | -6
COc1ccc(CCNC(=O)c2cccc(NC3=NC4CS(=O)(=O)CC4S3)c2)c(OC)c1 (stereo not given) | -1 | -32 | 0 | -8 | 2 | -1 | -10 | -1 | -7 | 11 | 13
COCCOC(=O)c1c(C)n(C)c2ccc(OC(=O)c3ccco3)cc12 | -12 | 6 | 7 | -30 | -15 | -4 | 9 | 0 | 6 | -9 | 1
Cc1ccc(C2c3c(oc4ccccc4c3=O)C(=O)N2c2nnc(C(C)C)s2)o1 (stereo not given) | -8 | -23 | 9 | -11 | -28 | -12 | 19 | 8 | -6 | -10 | 22
CC1CCCCC1NC(=O)C1CCC(CNS(=O)(=O)c2ccc3c(c2)C(C)(C)C(=O)N3C)CC1 (stereo not given) | -13 | 3 | -17 | 3 | -7 | 17 | 2 | -14 | . | -2 | -26
CC1=CC2=NC(=O)/C(=C/c3cccs3)C(=N)N2O1 | 14 | 18 | -3 | -3 | -26 | -6 | -17 | 2 | -3 | 12 | 17
O=C(c1ccc(Br)o1)N1CCN=C1SCc1cccnc1 | 0 | 11 | 8 | 7 | 2 | -5 | -15 | -2 | 6 | 6 | 35
COC(=O)[C@@]1(Cc2ccc(F)cc2)[C@H]2c3cc(C(=O)N4CCCC4)n(C)c3C[C@H]2CN1C(=O)c1ccccc1 | . | -5 | . | 16 | 7 | . | 20 | 6 | . | . | .
CCCN(CCC)C(=O)c1c(C)[nH]c(C(=O)OCC)c1C | 13 | 2 | -4 | -1 | -10 | 3 | 9 | 5 | . | 1 | 13
NS(=O)(=O)c1ccc(-n2nc(C(=O)O)cc2-c2ccc(Cl)cc2)cc1 | 14 | 8 | -5 | -7 | -4 | 6 | -4 | 12 | -7 | -5 | -7
CCN(C[C@H]1N[C@@](C)(C(=O)OC)[C@H]2C(=O)N(Cc3ccccc3)C(=O)[C@@H]12)S(=O)(=O)c1ccccc1 | 6 | -12 | -14 | 3 | -16 | 10 | -2 | -4 | 4 | -37 | -10
O=C(Cc1ccc(-n2c(=O)[nH]c3ccccc3c2=O)cc1)N1CCN(c2cccc(Cl)c2)CC1 | -6 | -37 | 24 | 21 | -3 | 5 | -12 | -1 | 11 | -2 | 1
CC1CCC2(CC1)SCC(=O)N2c1ccccc1 (stereo not given) | 32 | 18 | 9 | -4 | -3 | -10 | 4 | 19 | -3 | -8 | -1
CN1CC2(C)OC(=O)C(Cl)=C2CC1c1ccccc1 (stereo not given) | 20 | -4 | 5 | 8 | -7 | 8 | 10 | 4 | -5 | -16 | 5
COc1ccc(S(=O)(=O)NCc2ccccn2)cc1 | -8 | -15 | -12 | -2 | -20 | -3 | 4 | 1 | 4 | -3 | -20
CN1CCN(c2ccc(-c3cc(NC=O)c4ncc(-c5ccc(F)cc5)n4c3)cc2)CC1 | -78 | -35 | -50 | 14 | 46 | 5 | 29 | -61 | . | -35 | 4
Cc1c(NC(=O)CN(C)CC(=O)Nc2ccc(F)c(F)c2F)c(=O)n(-c2ccccc2)n1C | 6 | 16 | -3 | 1 | 16 | 5 | -4 | -6 | -6 | 8 | 9
COc1ccc(-n2nc(C(=O)NCC(=O)NCc3ccco3)c3ccccc3c2=O)cc1 | -2 | 12 | 8 | 32 | -8 | 12 | 3 | 6 | -2 | -3 | 11
O=C(O)c1cc(S(=O)(=O)N2CCN(S(=O)(=O)c3ccc4ccccc4c3)CC2)ccc1Br | 2 | -10 | 9 | 23 | -7 | 8 | -19 | -5 | 5 | -4 | -37
O=C(CSCc1ccc(Cl)cc1)N/N=C/c1ccc(Cl)cc1Cl | -6 | 3 | 0 | -11 | -7 | 9 | -2 | 0 | 2 | -7 | -2
COC(=O)c1ccc(Oc2c(Cl)cccc2[N+](=O)[O-])cc1 | 11 | 12 | 18 | -3 | -18 | 9 | -6 | 2 | 3 | -2 | -21
Cc1ccc(NC(=S)NC(=O)c2c(-c3ccccc3Cl)noc2C)cc1 | 0 | -3 | -35 | 26 | 2 | 18 | -20 | 21 | 6 | -10 | -9
C=CCN1C(=O)C(O)(CC(=O)c2ccc(N)cc2)c2ccccc21 (stereo not given) | 7 | -3 | -20 | 24 | 12 | -1 | 1 | -12 | 0 | -9 | 8
Cc1cc(N2CCCC2=O)cc(C)c1S(=O)(=O)NCCOc1ccccc1 | 7 | 27 | -2 | 8 | 23 | 19 | 5 | 12 | 6 | -4 | 0
COc1cc(C=NNc2ccc(S(=O)(=O)Nc3ccccc3C(=O)O)cc2[N+](=O)[O-])ccc1O | -14 | -2 | 5 | -31 | 29 | 22 | 5 | -16 | 1 | 6 | -1

Quoted at random: 2 records from the list, in no set order.
SMILES | SRC3 inh | LRH-1 inv ag | Shn3 inh set2 | TWEAK-Fn14 inh | TROY signal inh | KKLEB tox | TRAIL sens C8 | COUP-TFII inh | LMP1 NFkB inh | NCOA1 inh | CF NFkB block
COC(=O)[C@@]1(Cc2ccc(F)cc2)[C@H]2c3cc(C(=O)N4CCCC4)n(C)c3C[C@H]2CN1C(=O)c1ccccc1 | . | -5 | . | 16 | 7 | . | 20 | 6 | . | . | .
CCCN(CCC)C(=O)c1c(C)[nH]c(C(=O)OCC)c1C | 13 | 2 | -4 | -1 | -10 | 3 | 9 | 5 | . | 1 | 13

These rows are one share of the data, so the mix of outcomes need not match the whole.
